TbREL1 primary: TbREL1 RNA ligase inhibitors, primary screen, biochemical, FRET fluorescence. RNA-editing ligase 1, mitochondrial (Trypanosoma brucei brucei), P86926. TbREL1 RNA ligation. inhibition, % at 9.66 µM. hit rate 0.49% among 89,000;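 active means inhibition above the mean inhibition across all screened compounds plus 3 SD, cut at about 11% in these data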;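 further: 0% = plate median of test wells and 100% = NSC42067 control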
Target sequence (P86926 whole entry, looked up): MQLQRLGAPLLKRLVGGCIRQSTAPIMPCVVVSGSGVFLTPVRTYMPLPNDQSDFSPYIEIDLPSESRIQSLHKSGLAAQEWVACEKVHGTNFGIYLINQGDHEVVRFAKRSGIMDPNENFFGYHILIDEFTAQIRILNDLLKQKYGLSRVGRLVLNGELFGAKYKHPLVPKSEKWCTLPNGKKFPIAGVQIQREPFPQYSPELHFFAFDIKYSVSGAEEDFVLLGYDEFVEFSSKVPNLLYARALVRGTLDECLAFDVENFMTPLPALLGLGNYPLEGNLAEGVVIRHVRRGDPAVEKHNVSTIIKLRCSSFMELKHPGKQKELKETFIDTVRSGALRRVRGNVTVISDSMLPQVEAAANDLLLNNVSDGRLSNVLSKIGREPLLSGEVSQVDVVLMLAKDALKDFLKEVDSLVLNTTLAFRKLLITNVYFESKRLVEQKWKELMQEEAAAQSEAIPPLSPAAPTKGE
Numbers without * were called inactive. A portion of the library (hit frequency here may not be typical).

SMILES | TbREL1 primary
O=C(O)CCCCCN1C(=O)C2CCCCC2C1=O (stereo unspecified) | 3
Cc1ccc2nc(SCC(=O)Nc3ccc(Cl)cc3)nc(=O)n2c1 | 3
Cc1ccc(NC(=O)CSc2nnc(-c3cccnc3)n2Cc2ccco2)cc1C | -4
Cn1c(=O)c(=O)n(C)c2cc(N3CCOCC3)c(NS(=O)(=O)c3ccc(Br)cc3)cc21 | 5
O=C(CCC(=O)N1CCN(S(=O)(=O)c2ccc(Cl)cc2)CC1)Nc1cccc(Br)c1 | -1
COc1ccc(C(=O)Nc2cc(C)nn2-c2nc3ccccc3[nH]2)c(OC)c1 | -1
Nc1nnnn1/N=C/c1ccccc1C(F)(F)F | 1
C[C@H]1CN([C@@H](C)CO)C(=O)CCCn2nncc2CO[C@H]1CN(C)S(=O)(=O)c1cccc(C#N)c1 | 1
C[C@H](NC(=O)c1nc[nH]c1C(=O)N[C@@H](C)C(=O)OC(C)(C)C)C(=O)OC(C)(C)C | 0
Cc1ccc(N2C(=O)N(CC(=O)NCc3ccccc3Cl)C(=O)C2C)cc1 (stereo unspecified) | 0

Exported with values ahead of the structure: two of the compounds above
TbREL1 primary,SMILES
1,C[C@H]1CN([C@@H](C)CO)C(=O)CCCn2nncc2CO[C@H]1CN(C)S(=O)(=O)c1cccc(C#N)c1
3,O=C(O)CCCCCN1C(=O)C2CCCCC2C1=O (stereo unspecified)

(list continues)
SMILES | TbREL1 primary
CC(C)(C)NC(=O)c1cc(-c2ccc3c(c2)OCO3)nc2ccccc12 | -1
Cc1cc(C)c2c(n1)nn1c(NCCOCCO)cc(C)nc21 | -1
Cc1ccc(CC(=O)NCCN2CCOCC2)cc1 | 3
NC(=O)NC(=O)COC(=O)c1ccc2noc(-c3ccccc3)c2c1 | 0
Cc1ccc(S(=O)(=O)Nc2ccc(C(=O)OCC(=O)N(CCC#N)c3ccccc3)cc2)cc1C | -3
COc1cc(-c2nnc(NC(=O)c3ccco3)o2)cc(OC)c1OC | 0
Cc1ccc2[nH]c3c(c2c1)SC(C)(C)CC3=O | 1
COc1ccc(C2(C(=O)NCCN3CCOCC3)CCOCC2)cc1 | 1
COCCNC(=O)Cn1cnc2c1c(=O)n(C)c(=O)n2C | -2
Cc1cc(S(=O)(=O)N2CCOCC2)ccc1OCC(=O)NCc1ccccn1 | 6
Cc1nc(SCC(=O)N2CCN(C(=O)c3cccs3)CC2)c2c(C)c(C)sc2n1 | 1
COc1cc(OC)c(C(=O)OCC(=O)Nc2ccc(S(=O)(=O)N3CCOCC3)cc2)cc1OC | -6
Clc1ccc(OCCn2ccnc2)c2ccccc12 | 8
O=C(Nc1ccc(S(=O)(=O)N2CCOCC2)cc1)c1cccs1 | 1
CCOc1ccc(/C=C2\SC(=S)N(CC(=O)N(CCO)C(C)(C)C)C2=O)cc1 | 2
COc1ccc(-c2ccc(C(=O)Nc3cccc(Oc4ccccc4)c3)c3occc23)c(C)c1 | 4
CCOC(=O)/C=C/c1ccc2oc3ccccc3c(=O)c2c1 | -1
Cc1sc2ncnc(N3CCC(C)CC3)c2c1C | -3
O=C(NCc1ccc(F)cc1)C(Cc1ccccc1)n1cccc1 (stereo unspecified) | -6
O=C(OCc1ccccn1)c1ccc(COc2ccccc2Cl)o1 | -1

Some of these compounds in order of the TbREL1 primary value, high to low:
SMILES | TbREL1 primary
Cc1nc(SCC(=O)N2CCN(C(=O)c3cccs3)CC2)c2c(C)c(C)sc2n1 | 1
Cc1sc2ncnc(N3CCC(C)CC3)c2c1C | -3
O=C(NCc1ccc(F)cc1)C(Cc1ccccc1)n1cccc1 (stereo unspecified) | -6

(further entries)
SMILES | TbREL1 primary
CCN(CC)c1ccc(NC(=O)c2cccnc2)c(C)c1 | -5
CCN(CC)C(=O)CSc1nnc(-c2ccccc2)c(-c2ccccc2)n1 | -2
NC1=NC[C@H](Cc2ccc(O)cc2)N1CC1CCCCC1 | 0
C/C(=N\N=C(N)N)c1ccc(Cl)cc1Cl | 7
CCC(=O)NCCc1cc2ccc(C)c(C)c2[nH]c1=O | 1
O=c1cc(OCc2ccccc2)cc[nH]1 | 8
O=C(Oc1ccc(-c2ccccc2)cc1)N1CCOCC1 | -2
COc1ccc(N(CC(=O)NC2CCCCC2)C(=O)c2snc(C(N)=O)c2N)cc1 | 0
CN(C1CC(C)(C)NC(C)(C)C1)S(=O)(=O)CC12CCC(CC1=O)C2(C)C (stereo unspecified) | 1
O=C(NN=Cc1ccc(-c2ccccc2)cc1)c1cc(-c2ccc(Cl)cc2)n[nH]1 | -1
Cc1nn(C)c(Cl)c1NC(=O)OCc1ccc(F)cc1 | 0
COc1cc(C(=O)OCC(=O)Nc2c(C)n(C)n(-c3ccccc3)c2=O)c([N+](=O)[O-])cc1OC | 0
Cc1c(N)c(C(C)(C)C)cc(C(C)(C)C)c1[N+](=O)[O-] | -1
O=C(CN1CCN(c2ccccn2)CC1)NCc1cccs1 | -3
CC1CCCCC1NC(=O)Cc1ccc(S(=O)(=O)N2CCOCC2)s1 (stereo unspecified) | 2
C#CCN(C[C@@H]1[C@@H](OC(=O)NCC2CCCCC2)[C@@H](OC(=O)NCC2CCCCC2)Cn2c(=O)n(CCCCCC)c(=O)n21)S(=O)(=O)c1ccc(C)cc1 | -1
COc1ccccc1OCCNC(=O)C1CC(=O)N(c2ccccc2OC)C1 (stereo unspecified) | -1
O=C1CCC/C=C/C[C@@H](CC(=O)N(CCO)Cc2ccccc2)C(=O)NC[C@H](c2ccccc2)O1 | 1
Cc1ccc(C(=O)OCC(=O)Nc2ccc3c(c2)OCO3)o1 | 2
O=C(NCCCNC(=O)c1cncc(O)c1)c1cncc(O)c1 | 1
CCCn1c(/N=C/c2cc(OC)ccc2O)nc2ccccc21 | -3
Cc1cc(Cl)ccc1OCC(=O)NNC(=O)c1cccnc1 | 4
O=C(Nc1ccc(Cl)cc1)NC1CCCCC1Cc1ccco1 (stereo unspecified) | 0
COc1ccccc1CCN1C(=S)NC(C)(C)CC1(C)O (stereo unspecified) | -6
CCn1ncc(C2=NOC(C(=O)N3CCC(C(N)=O)CC3)C2)c1C (stereo unspecified) | -1
Cc1c(C(=O)NCCCN2CCOCC2)oc2c1C1(CCC2)SCCS1 | -1
CCN1CCN(c2ccc(S(=O)(=O)N3CCCCC3)cc2NC(=O)c2cccc(C)c2)CC1 | -3
COc1cc2nc(SCC(=O)NCCc3ccccc3)n(Cc3ccco3)c(=O)c2cc1OC | -3
CN(c1ccc(C(=O)N2CCN(c3ccccc3F)CC2)cc1)S(=O)(=O)c1ccccc1 | 0
O=C(N/N=C/c1ccco1)Nc1ccccc1 | 1

The closing 7 records of the part above open the next one.
SMILES | TbREL1 primary
COc1ccccc1CCN1C(=S)NC(C)(C)CC1(C)O (stereo unspecified) | -6
CCn1ncc(C2=NOC(C(=O)N3CCC(C(N)=O)CC3)C2)c1C (stereo unspecified) | -1
Cc1c(C(=O)NCCCN2CCOCC2)oc2c1C1(CCC2)SCCS1 | -1
CCN1CCN(c2ccc(S(=O)(=O)N3CCCCC3)cc2NC(=O)c2cccc(C)c2)CC1 | -3
COc1cc2nc(SCC(=O)NCCc3ccccc3)n(Cc3ccco3)c(=O)c2cc1OC | -3
CN(c1ccc(C(=O)N2CCN(c3ccccc3F)CC2)cc1)S(=O)(=O)c1ccccc1 | 0
O=C(N/N=C/c1ccco1)Nc1ccccc1 | 1
CCCCC[C@H](C)N1C[C@@H](COCc2ccccc2)Oc2cc(N3CC[C@H](O)C3)ccc2S1(=O)=O | 1
Cc1onc(-c2c(Cl)cccc2Cl)c1C(=O)N1CCN(c2ccccc2F)CC1 | 4
CCCCc1nnc(NC(=O)CN2C(=O)c3ccccc3C2=O)s1 | -1
CC1CCCN(Cc2c(C(=O)N3CCc4ccccc4C3)nc3ccc(Cl)cn23)C1 (stereo unspecified) | 3
CN1C(=O)C(O)(CC(=O)c2ccc(F)cc2)c2cc(Br)ccc21 (stereo unspecified) | -1
COc1ccc(S(=O)(=O)N2CCCC(C(=O)NCC3CCCO3)C2)cc1OC (stereo unspecified) | 0
COc1ccc(NC(=O)CC2C(=O)N(c3ccc(OC)cc3)C(=S)N2NC(=O)c2cccc(F)c2)cc1 (stereo unspecified) | 2
COCC(C)NC(=O)c1cccc([N+](=O)[O-])c1 (stereo unspecified) | 6
CC(C)CC1NC(=O)c2ccccc2-n2c1nc1cc(F)ccc1c2=O (stereo unspecified) | -2
Cc1cc(C)cc(Nc2cc(C)nc3nc(C)nn23)c1 | 4
COc1ccccc1N(C)S(=O)(=O)c1ccc(Cl)c(C(=O)Nc2ccccc2N2CCOCC2)c1 | -1
Cc1cccc(OCC(O)CNC(=O)c2ccccc2C(=O)O)c1 (stereo unspecified) | 1
Cc1ccccc1SCC(=O)NCCCn1ccnc1 | 0
CCN(CC(=O)Nc1cc(Cl)ccc1C)C(=O)c1ccc2c(c1)NC(=O)C(C)S2 (stereo unspecified) | -4
CC(/C=C/c1ccccc1)=N\NC(N)=S | -4
O=C1NC(=O)/C(=C\c2ccc(Sc3ccc(Cl)cc3)o2)N1 | 7
COc1ccc(S(=O)(=O)NCCCCNS(=O)(=O)c2ccc(OC)cc2)cc1 | -2
CCc1nnc(NC(=O)CSc2nnc(-c3ccc(NS(=O)(=O)c4ccccc4)cc3)o2)s1 | 2
Fc1ccc(NCc2nnc(SCc3nnc(-c4ccccc4)o3)n2CC2CCCO2)cc1 (stereo unspecified) | -2
Cc1cccc(NS(=O)(=O)c2ccc(C(=O)N3CCN(c4ccccc4O)CC3)cc2)c1C | -3
Cn1nc(C(F)(F)F)c(-c2ccc(F)cc2)c1NC(=O)Nc1ccc(F)cc1 | -3
COc1ccc(S(=O)(=O)N2CCOCC2)cc1NC(=O)C1COc2ccccc2O1 (stereo unspecified) | 0
CC(=O)NC1C(OCc2ccccc2)OC2COC(C)(C)OC2C1O (stereo unspecified) | 2
Cn1nnnc1Sc1ncnc2scc(-c3cccc4ccccc34)c12 | 0
COc1cc(C=Nn2c(-c3n[nH]c4c3CCC4)n[nH]c2=S)ccc1OCc1ccccc1 | -9
COCCN(C(=O)CCC(=O)Nc1ccccn1)C(C(=O)NC(C)C)c1ccc(Cl)cc1 (stereo unspecified) | -2
Cc1ccc(OCC(=O)NCCN2CCCC2)cc1 | 0
CNC(=O)CN1C(=O)NC2(CCc3ccccc3C2)C1=O (stereo unspecified) | -1
Cc1ccc2nc(N(CCN(C)C)C(=O)c3cc(Cl)sc3Cl)sc2c1 | 4
CCCc1ccc(C#N)c(SC2CC(=O)N(c3ccc(OC)cc3)C2=O)n1 (stereo unspecified) | 0
Cc1cc(=O)oc2cc(NC(=S)NCc3ccccn3)ccc12 | -1
CCC(C)NC(=O)C(Cc1ccccc1)NS(=O)(=O)c1cccc2nsnc12 (stereo unspecified) | 3
COc1ccccc1Nc1cc(C(=O)NCCCN2CCOCC2)c2ccccc2n1 | 2
CCN(CC)S(=O)(=O)c1cccc(NC(=O)c2ccc(S(=O)(=O)N3CCCC3)cc2)c1 | 2
C/C=C/C(=O)N1CC2(CC(c3cccc(NC(=O)COc4ccc(Cl)cc4)c3)=NO2)C[C@@H]1C(N)=O (stereo partly specified) | -1
Cc1ccc(-n2c(Cc3ccccc3)nnc2SCC(=O)NNC(=O)Cc2ccccc2)cc1 | -1
NC(=O)CN1CCN(c2cccc(Cl)c2)CC1 | 1
CCn1ncc(-c2csc(N)n2)c1C | -8
COc1cccc(NC(=O)N2CCCC2C(=O)NCc2ccco2)c1 (stereo unspecified) | 1
CC(=O)Nc1ccc(S(=O)(=O)NCCC(=O)NNC(=O)c2ccncc2)cc1 | 0
c1ccc(CNc2ccc(N3CCOCC3)cc2)cc1 | -7
O=C(Nc1ccccc1N1CCOCC1)C1=NN(c2c(F)c(F)cc(F)c2F)C(=O)CC1 | -1
COC(c1ccccc1)c1nnc(CCC(=O)N(C)CCCC2CCCC2)o1 (stereo unspecified) | -3
CCN(CC)S(=O)(=O)c1cccc(C(=O)N/N=C/c2ccccn2)c1 | 6
CCN1CCN(CCNC(=O)c2cn(Cc3ccccc3F)nn2)CC1 | 0
CCN1C(=O)[C@H]2[C@@H](c3ccc(OC)cc3)N3C(=O)CN(Cc4ccccc4)C(=O)[C@@]3(C)[C@H]2C1=O | 7
O=C(CN1CCN(c2ccc([N+](=O)[O-])cc2)CC1)Nc1nccs1 | -2
Cc1cc2[nH]c(=O)c(=O)[nH]c2cc1S(=O)(=O)N(C)C1CCCCC1 | 4
O=C(COC(=O)C1CCN(S(=O)(=O)c2ccc3c(c2)OCCO3)CC1)Nc1ccc(C(F)(F)F)cc1 | -4
COc1cccc(-c2cccc(NC(=O)C3CCN(Cc4nccs4)CC3)c2)c1 | -3
Additional structures:
SMILES | TbREL1 primary
COc1ccccc1CCC(=O)Nc1ccc2c(c1)c(=O)n(C)n2-c1cccs1 | -3
COc1cc(OC)cc(C(=O)Nc2ccccc2-c2nnn(CC(=O)Nc3cc(C)on3)n2)c1 | -1
COc1cccc(S(=O)(=O)NC2CCN(C#N)C2)c1 (stereo unspecified) | 1
COc1cc(OC)cc(C(=O)NCC(=O)NC(C)CCc2ccccc2)c1 (stereo unspecified) | -3
CC(=O)OC(Cn1nc(C)cc1C)c1ccccc1 (stereo unspecified) | -1
Cc1ccc(C)c(-n2nnnc2SCC(=O)c2c(N)n(C)c(=O)n(C)c2=O)c1 | 0
CCCOc1ccc(-c2cn3ccccc3n2)cc1[N+](=O)[O-] | -1
COc1ccc(CNC(=O)c2sc(=O)n(Cc3cc(C(C)=O)ccc3OC)c2C)cc1 | 1
COc1ccc2nc(N)sc2c1 | -1
CC(C)CC(NC(=O)OC(C)(C)C)c1cn([C@@H](Cc2ccc(O)cc2)C(=O)N2CCN(C(=O)OC(C)(C)C)CC2)nn1 (stereo partly specified) | 3
Cc1c(C(=O)O)oc2c1/C(=N\O)CC(C)(C)C2 | 2
c1ccc(Cn2c(-c3ccccc3)c[n+]3c2SCCC3)cc1 | 3
COc1ccc(S(=O)(=O)N2CCOC23CCN(S(=O)(=O)c2ccc(F)cc2C)CC3)cc1 | -1
CC(=O)c1ccc(OCCOc2ccc(C#N)cc2)cc1 | 1

Screening results (PubChem)
